Compound activity (PubChem)
Anesthetic bind: qHTS Assay for Identification of Novel General Anesthetics | apoferritin/1-aminoanthracene competitive binding, fluorescence | Ferritin light chain (Equus caballus), P02791 | 0.074% of 350,000 active | Potency, µM (highest dose often 77.5 µM), for inactives: top-dose activity change, negative = displacement, most hits filed as inhibitors; also: potency is read from the fitted curve at half-maximal effect; % is scaled to controls: 0 for no effect and ±100 for the full control effect; nearly all actives have a fitted effect of over 20% in size
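10 uM apoferritin + 50% sat. 1-AMA, PBS; cpd 10 min RT; Ex380/Em535 endpoint; normalized to free probe vs complex; 4-param Hill fit; propofol titration as pos. ctrl.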
ERG-DNA inh: qHTS for Small Molecule Inhibitors of the ERG Ets/DNA interaction | Transcriptional regulator ERG (Homo sapiens), P11308 | fluorescence polarization, His-ERG Ets domain / labelled DNA | Potency, µM (doses to about 76.9 µM), for inactives: at the highest dose FP activity, negative = inhibition, hits mostly inhibitors | 0.028% of 370,000 active; active = well fitted inhibition curve with a large enough effect in the polarisation, with a control signal flat; inconclusive = small, poorly fitted or top-dose-only effect, or effect the other way, or a change in a side signal; inactive = no such curve, though single readings can be large or run the other way; the % refers to the polarisation;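 also: polarization taken with two DNA probes labelled with fluorescein and Texas red; potency is read from the fitted curve at half-maximal effect; % of control where 0% means no effect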
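His-tagged ERG Ets domain (1 uM in the protein solution; 300mM KCl, 50mM Tris-HCl, 1mM EDTA, 1mM DTT, pH 7.5) received compound, then a probe mix of 5 nM fluorescein-DNA and 100nM Texas-615-DNA. Fluorescence polarization was read for both dyes.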
BLM inh: qHTS Assay for Inhibitors of Bloom's syndrome helicase (BLM); RecQ-like DNA helicase BLM (Homo sapiens), P54132; recombinant BLM DNA unwinding, fluorescence dequenching; Potency, µM (highest dose often 56.1 µM), without a hit: top-dose activity change, negative = inhibition, actives largely listed as inhibitors; 0.2% of 350,000 active; AID 2528, 2010;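 also: potency is read from the fitted curve at half-maximal effect; plate controls were vehicle for no effect and no enzyme for full effect; nearly all actives have a fitted effect of over 35% in size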
POLK inh: qHTS for Inhibitors of Polymerase Kappa; AID 588579, 2011; 0.53% of 400,000 active; Potency, µM (series often up to 107 µM), for the others: at the top dose activity, negative = inhibition, actives largely listed as inhibitors; purified Pol kappa, fluorescent DNA synthesis assay, 10 min; DNA polymerase kappa (Homo sapiens), Q9UBT6; also: potency is read from the fitted curve at half-maximal effect; % is scaled to controls: 0 for no effect and ±100 for the full control effect
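Pol kappa 10 nM + cpd, 15 min RT; start w/ substrate 50 nM final; fluorescence kinetic read, 0 and 10 min. Neg ctrl: buffer, no enzyme.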
TRHR agonist: qHTS for Small Molecule Agonists and Allosteric Enhancers of Human TRH Receptor: Primary Screen for Agonists; activation, % at 2 µM; Thyrotropin-releasing hormone receptor (Homo sapiens), P34981; TRHR cells, calcium flux fluo-8, FDSS agonist mode; 0.18% of 360,000 active; in the data active = activation above about 30%; also: 0% is about no effect
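Agonist-mode FDSS calcium read (Ex 480/Em 530, 1 s cycles) in 1536-well TRHR cells with fluo-8 dye, after 10-cycle baseline and 23 nL compound addition; TRH at EC20 (10 nM final) added afterwards for the enhancer phase.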
POLB inh: qHTS Assay for Inhibitors of DNA Polymerase Beta; Pol beta primer extension/strand displacement, fluorescence kinetic; Potency, µM (series often up to 114 µM), inactives show at the highest dose activity change, negative = inhibition, most hits filed as inhibitors; 1.3% of 340,000 active; AID 485314, 2010; also: potency is read from the fitted curve at half-maximal effect; % is scaled to controls: 0 for no effect and ±100 for the full control effect
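Values derive from four-parameter Hill fits of normalized kinetic data: reads at 0 and 10 min following addition of 50 nM substrate to 10 nM Pol beta preincubated 15 min with compound.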
Pol iota inh: qHTS for Inhibitors of Polymerase Iota; 1% of 390,000 active; AID 588590, 2011; Pol iota fluorescent replication assay, 10 min; Potency, µM (top dose mostly 115 µM), for inactives: at the top dose activity, negative = inhibition, hits mostly inhibitors; also: potency is read from the fitted curve at half-maximal effect
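Pol iota at 10 nM preincubated 15 min with compounds at room temperature; reaction started with fluorescent substrate, 50 nM final. Fluorescence read kinetically at 0 and 10 min; buffer-only wells as negative control.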
12-LOX inh: Primary qHTS assay for inhibitors of human arachidonate 12S-lipoxygenase (ALOX12): Round 2. Potency, µM (highest dose often 108 µM), without a hit: top-dose activity change, negative = inhibition, hits mostly inhibitors. purified 12hLO, xylenol orange hydroperoxide absorbance. AID 1671190, 2021. Polyunsaturated fatty acid lipoxygenase ALOX12 (Homo sapiens), P18054. 1.1% of 580,000 active; also: potency is read from the fitted curve at half-maximal effect; % is scaled to controls: 0 for no effect and ±100 for the full control effect
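Purified human 12hLO at 150 nM in 25 mM Hepes, 0.01% Triton X-100, pH 7.0, preincubated 15 min at room temperature with compound. Reaction started with 40 uM arachidonic acid, 30 min at room temperature. Hydroperoxide measured by Fe-xylenol orange, 573/405 nm absorbance ratio.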
APE1 inh: qHTS Assay for Inhibitors of the Human Apurinic/apyrimidinic Endonuclease 1 (APE1); DNA repair nuclease/redox regulator APEX1 (Homo sapiens), P27695; recombinant APE1, TAMRA/BHQ-2 abasic DNA cleavage fluorescence; Potency, µM (series often up to 65.8 µM), for the others: at the top dose activity change, negative = inhibition, actives largely listed as inhibitors; 0.35% of 350,000 active;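 also: potency is read from the fitted curve at half-maximal effect; plate controls were vehicle for no effect and reference inhibitor for full effect; nearly all actives have a fitted effect of over 55% in size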
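Incision of a quenched TAMRA/BHQ-2 THF abasic-site duplex (50 nM) by 0.75 nM APE1, after 15 min compound preincubation, measured as fluorescence increase over three 60 s reads. Values normalized to buffer, DMSO and NSC13755 control wells.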
The depositor's hits bear a star; ? = inconclusive; . = no result given; & = joins results of further samples; [ ] = remark or other dose. Unless noted, calls follow the shape of the dose curve; as a rule, active = well fitted curve in the direction sought with a large enough effect; inconclusive = small, poorly fitted or top-dose-only effect, or another doubt; inactive = no such curve, though single readings can be large; an effect the other way counts as inactive or inconclusive. A portion of the library, so the mix of outcomes need not match the whole.

Every second line gives: Pol iota inh	BLM inh	APE1 inh	Anesthetic bind	POLK inh	POLB inh	ERG-DNA inh	TRHR agonist	12-LOX inh
> COc1ccc(N(CC(=O)NC2CC3CCC2C3)S(=O)(=O)c2ccccc2)cc1OC (stereo not drawn)
  ?	1%	6%	-4%	-2%	5%	11%	-0.6	?
> COc1ccc(N2CCN(S(=O)(=O)c3ccc4c(c3)C(C(C)C)C(=O)N4)CC2)cc1 (stereo not drawn)
  28%	-12%	.	-7%	-1%	12%	10%	1.1	?
> COc1cc(Cl)ccc1OCc1cc(C(=O)N(C)CCc2c(C)n[nH]c2C)no1
  -7%	-1%	16%	-10%	-6%	31%	12%	-1.1	1%
> COc1cc(-n2nnnc2SCC(=O)N2CCN(c3ccc(F)cc3)CC2)c(OC)cc1Cl
  21%	-15%	7%	-7%	-6%	0%	-1%	-0.6	0%
> Cc1cc(C(=O)CN2C(=O)C(=O)N(C3CCCC3)C2=O)c(C)n1CCc1ccc(F)cc1
  -5%	.	8%	.	6%	.	-11%	0.9	-3%
> CCOC(=O)C1(C)Oc2ccc(S(=O)(=O)CC)cc2NC1=O (stereo not drawn)
  94%[activator]	-5%	0%	-10%	-9%	-13%	-2%	0.4	35%[activator]
> O=C(Cn1nc(-c2ccc(Cl)cc2)ccc1=O)NCCc1ccccc1
  17%	0%	.	7.9µM*	0%[60.1 µM]	18%	-6%	-0.2	-11%
> CC(O)(c1ccc(Cl)cc1)C(c1ccccc1)c1ccccn1 (stereo not drawn)
  8%	.	.	.	-4%	.	-5%	.	?
> CNC(=O)CSc1nnc(-c2ccccc2)n1C
  12%	-2%	-2%	-2%	0%	-1%	4%	1.6	4%
> Cc1ccc(NC(=S)NCc2cccn2C)cc1
  10%	-7%	3%	-9%	-12%	3%	-6%	-1.2	-7%
> Cc1ccc(C)c(CN2C(=O)CSc3ccc(C(=O)NCc4ccccc4)cc32)c1
  ?	0%	.	?	-6%[60.1 µM]	-4%	-4%	0.0	-22%
> CCN1CCN(c2ccc(NC(=O)c3cc4ccccc4cc3OC)cc2C)CC1
  -15%	.	4%	.	12%	.	-5%	0.3	105%
> Cc1cc(C)n2nc(C(=O)NNC(=O)c3ccc(Cl)cc3)nc2n1
  -16%	-5%	1%	3%	2%	13%	6%	-0.1	0%
> CC(C)CC(=O)Nc1ccc(Oc2ccc(NC(=O)CC(C)C)cc2)cc1
  1%	-3%	-1%	-1%	-1%	-18%	0%	0.5	-20%
> O=C(NNc1ccccc1F)c1ccccc1
  42%[activator]	0%	-5%	2%	2%	25%	-6%	0.2	6%
> Cc1ccc(Cl)cc1NC(=O)C1CCN(S(=O)(=O)c2cccc3nonc23)CC1
  17%	-10%	.	-5%	-15%	?	-7%	-0.5	0%
> COc1cc(/C=C2\SC(=Nc3c(C)n(C)n(-c4ccccc4)c3=O)NC2=O)ccc1O
  -19%	2%	5%	-16%	-5%	3%	3%	12	?
> Cc1ccnc(NC(=O)c2ccc(Cl)s2)c1
  28%	1%	1%	0%	3%	-5%	0%	-0.2	.
> O=C(N/N=C/c1ccc(Cl)cc1)Nc1ccccc1
  12%	-4%	-1%	-15%	-16%	16%	-1%	0.5	0%
> O=C(/C=C/c1cccs1)Nc1ccc(N2CCOCC2)c(S(=O)(=O)Nc2cc(Cl)ccc2Cl)c1
  14%	-1%	9%	-2%	-17%	-12%	-10%	1.0	3%

Looked up above:
Entry for `O=C(/C=C/c1cccs1)Nc1ccc(N2CCOCC2)c(S(=O)(=O)Nc2cc(Cl)ccc2Cl)c1` under Pol iota inh: 14%
Entry for `O=C(Cn1nc(-c2ccc(Cl)cc2)ccc1=O)NCCc1ccccc1` under 12-LOX inh: -11%

Next part:
Every second line gives: Pol iota inh	BLM inh	APE1 inh	Anesthetic bind	POLK inh	POLB inh	ERG-DNA inh	TRHR agonist	12-LOX inh
> COc1ccc(C(=O)N/N=C/c2sc(N3CCOCC3)nc2-c2ccccc2)cc1OC
  48%[activator]	?	?	-2%	-16%	?	-1%	2.9	12%
> COC(=O)C1=C(C)N(C)C(C)=C(C(=O)OC)C1c1ccc(Cl)cc1
  1%	-9%	18%	-11%	-1%	31%	-11%	0.3	0%
> COc1ccccc1N1CCN(C(=O)c2ccc(Br)s2)CC1
  39%[activator]	-2%	6%	-20%	-3%	13%	.	-0.2	3%
> Cc1cccc(CN2CCN(CC(=O)NCCCN3CCN(c4ccc(F)cc4)CC3)C2=O)c1
  26%	-1%	2%	-16%	-4%	35%	-14%	-0.4	-9%
> Cc1cc(N)c2ccccc2[n+]1CCCCCCCCCC[n+]1c(C)cc(N)c2ccccc21
  ?	-27%	?	0%	?	32µM*	.	.	?
> CC(C)(C)C1CCC(=NNC(=O)c2ccco2)CC1 (stereo not drawn)
  27%	-14%	7%	-21%	6%	9%	-1%	0.2	4%
> O=C1CN(C(=O)c2ccccc2F)C(c2ccc(F)cc2)c2cc(F)ccc2N1 (stereo not drawn)
  13%	-10%	14%	-16%	-4%	17%	-6%	0.3	322%[activator]
> CCN(C(=O)COC(=O)c1ccc(=O)n(Cc2ccccc2)n1)C1CCS(=O)(=O)C1 (stereo not drawn)
  16%	.	43%	.	-1%	.	?	-0.1	5%
> COC(=O)c1ccc(C2NC(=O)NC(C)=C2C(=O)N(C)C)cc1 (stereo not drawn)
  -11%	-2%	13%	1%	-11%	24%	-5%	0.2	-8%&-22%
> CC(C)(C)c1cc[n+](CC(=O)Nc2cc(C(F)(F)F)ccc2N2CCOCC2)cc1
  111%[activator]	-6%	21%	-10%	-3%	5%	-1%	1.1	?
> Cc1ccc(S(=O)(=O)N2CCCC2CNC(=O)C(=O)Nc2ccc(F)cc2F)cc1 (stereo not drawn)
  28%	.	8%	.	-12%	.	-1%	-0.1	10%
> Oc1ccc(C[C@H]2CNCCN2CC2CCCCC2)cc1
  2%	.	5%	.	0%	.	-2%	0.9	-23%
> N#Cc1ccccc1NC(=O)c1ccc2c(c1)OCO2
  13%	-4%	2%	-8%	16%	15%	-8%	0.4	3%
> CC1(C)CC(=O)c2sc(NC(=O)C(C)(C)C)nc2C1
  12%	0%	10%	-6%	-6%	16%	13%	-0.3	2%
> Cc1nnc(NC(=O)CN2CCN(Cc3ccccc3)CC2)s1
  21%	-1%	-3%	-4%	0%	0%	14%	-0.1	-46%
> C[C@@]12C(=O)Nc3ccc(Cl)cc3C(=O)N1[C@H]1c3ccccc3OC[C@@H]1[C@@H]2c1ccccc1
  ?	.	-10%	.	-8%	.	-2%	0.4	.
> COCCN1CCc2[nH]c(=S)[nH]c(=O)c2C1
  21%	7%	14%	3%	5%	14%	.	0.2	-4%
> O=C(CSCC(=O)OCn1nnc2ccccc2c1=O)Nc1ccc(Cl)cc1
  5%	-5%	3%	?	-2%	21%	.	.	-25%
> Cc1c(NC(=O)/C(=C\c2ccccc2)NC(=O)c2ccccc2)c(=O)n(-c2ccccc2)n1C
  3%	0%	14%	-8%	-4%	48%	-1%	1.1	0%
> Cc1ccc(C(C2=C(O)CC(C)(C)CC2=O)C2C(=O)CC(C)(C)CC2=O)s1 (stereo not drawn)
  -17%	-1%	-5%	?	-13%	2%	-5%	0.4	?
> CSCC(=O)Nc1ccc(F)c(Cl)c1
  167%[activator]	-9%	-1%	4%	-2%	5%	0%	0.8	0%
> COc1cccc2c(SCC(=O)N/N=C/c3ccc(O)cc3O)cc(C)nc12
  -1%	-6%	4%	-8%	-11%	-13%	5%	0.2	1%
> Cc1sc2ncnc(N3CCC(C(=O)NNC(=O)COc4cccc(C(F)(F)F)c4)CC3)c2c1C
  21%	.	-1%	.	-15%	.	0%	-1.2	14%
> CCOC(=O)c1c(NC(=O)CN2C(=O)NC(C)(c3ccc(Cl)cc3)C2=O)sc(C(=O)NC)c1C (stereo not drawn)
  14%	-7%	?	?	-15%	33%	4%	0.6	-20%
> Cc1cccc(C(=O)Oc2ccccc2-c2nnco2)c1
  9%	-10%	-5%	?	-10%	6%	6%	-0.7	1%
> CC(C)(C)c1cccc(C2(O)C(=O)c3ccccc3C2=O)c1O
  15%	-4%	-8%	-11%	-9%	7%	-3%	1.2	74%[activator]
> OC1(c2ccccc2)CNCCc2ccccc21 (stereo not drawn)
  -9%	-1%	-11%	-1%	17%	10%	11%	-2.1	?
> COc1cccc(NC(=O)C2CCCN(S(=O)(=O)c3cccc4nonc34)C2)c1 (stereo not drawn)
  ?	-7%&-2%	5%	-1%&-5%	0%&8%	2%&17%	-8%&6%	0.4&-0.3	-10%&-21%
> CC(=O)Nc1ccc(NC(=O)C(C)Sc2nc3nc(C)cc(C)n3n2)cc1 (stereo not drawn)
  6%	.	13%	.	-9%	.	2%	0.7	-8%&-14%
> O=S(=O)(C/C(=C/CO)S(=O)(=O)c1ccccc1)c1ccccc1
  22µM*	-3%	2%	-10%	4%	10%	11%	-0.8	0%
> O=C(CN(Cc1ccccc1Cl)C(=O)c1csnn1)NCc1ccc(F)cc1
  85%[activator]	0%	11%	-15%	-16%	1%	-2%	-0.3	15%
